Mtb BioA inh: M. tuberculosis BioA enzyme inhibitors, primary screen, biochemical, plate reader, single point, HTS; 7,8-diaminopelargonic acid synthase BioA (Mycobacterium tuberculosis); purified M. tuberculosis BioA enzyme; inhibition, % at 9.99 µM; 360,000 compounds, 0.096% hits; in the data active = inhibition above about 40%
Starred values were filed as active, the others as inactive. This is a subset. The share of hits here may be higher or lower than overall.

SMILES | Mtb BioA inh
COc1ccc(NC(=O)N(C)C[C@H]2Oc3ccc(NC(=O)Nc4c(C)noc4C)cc3C(=O)N([C@@H](C)CO)C[C@@H]2C)cc1 | -2.1
O=C(NCC1CC1)[C@H]1[C@H](CO)[C@H]2Cn3c(ccc(-c4cccnc4)c3=O)[C@@H]1N2C(=O)C1CC1 | -1.4
CNC(=O)C[C@H]1CC[C@H]2[C@H](COc3ccc(NC(=O)c4cc(F)cc(F)c4)cc3C(=O)N2C)O1 | 1.2
O=C(C[C@@H]1C=C[C@H](NC(=O)CN2CCOCC2)[C@@H](CO)O1)NC1CCC1 | -2.4
C[C@@H]1CN([C@H](C)CO)C(=O)c2cc(C#Cc3ccccc3F)cnc2O[C@H]1CN(C)C(=O)Cc1cccnc1 | 3.9
Cc1noc(C)c1S(=O)(=O)Nc1ccc2c(c1)C(=O)N([C@H](C)CO)C[C@H](C)[C@H](CN(C)S(=O)(=O)c1ccccc1)O2 | 1.4
C[C@@H]1CN([C@@H](C)CO)S(=O)(=O)c2ccc(C3=CCCCC3)cc2O[C@H]1CN(C)Cc1cncnc1 | 24
CO[C@@H]1CC[C@H]2CCN(C)C(=O)[C@@H](C)N(C)C(=O)c3cc(C#N)ccc3OC[C@@H]1O2 | -0.5
Cc1noc(C)c1NC(=O)Nc1ccc2c(c1)C(=O)N([C@H](C)CO)C[C@H](C)[C@@H](CN(C)Cc1ccc(C(=O)O)cc1)O2 | -2.1
CO[C@H](CN(C)C(=O)c1cnccn1)[C@@H](C)CN([C@@H](C)CO)S(=O)(=O)c1ccc(F)cc1 | -1.8
CO[C@H](CN(C)C(=O)c1cnccn1)[C@H](C)CN([C@@H](C)CO)S(=O)(=O)c1ccc(Cl)cc1 | 1.1
COc1ccccc1NC(=O)N[C@H]1CC[C@H](CC(=O)N[C@H](C)c2ccccc2)O[C@@H]1CO | -1.6
Cc1noc(C)c1NC(=O)N(C)C[C@H]1OCc2ccccc2-c2c(n(C)c3ccccc23)C(=O)N([C@@H](C)CO)C[C@H]1C | 3.9
Cc1ccccc1-c1ccc([C@H]2[C@@H](CO)N3CCCCN(C(=O)NC4CCCC4)C[C@H]23)cc1 | 3.1
CCCC#Cc1ccc([C@H]2[C@H](C#N)N(S(C)(=O)=O)[C@H]2CO)cc1 | 1.1
CN(C)CCCNC(=O)C[C@@H]1C=C[C@@H](NC(=O)Cc2cccnc2)[C@H](CO)O1 | -3.0
C[C@H]1CN([C@@H](C)CO)C(=O)c2cc(-c3ccc(C(=O)N(C)C)cc3)cnc2O[C@@H]1CN(C)Cc1ccc(C(=O)O)cc1 | 5.5
CN1C(=O)c2cc(NC(=O)Cc3ccccc3)ccc2OC[C@@H]2O[C@@H](CC(=O)NC3CCC3)CC[C@H]21 | 11
CO[C@H]1CN(C)C(=O)c2cc(NC(=O)C3CCC3)ccc2OC[C@H](C)N(Cc2nccs2)C[C@@H]1C | -1.7
COCC(=O)Nc1ccc2c(c1)C(=O)N(C)C[C@@H](OC)[C@@H](C)CN(Cc1ccncc1)[C@@H](C)CO2 | -1.7
CN1CCN(C(=O)C[C@H]2CC[C@@H]3[C@@H](COc4ccc(NC(=O)C5CCCCC5)cc4C(=O)N3C)O2)CC1 | -1.6
Cc1noc(C)c1S(=O)(=O)Nc1ccc2c(c1)C(=O)N([C@H](C)CO)C[C@@H](C)[C@@H](CN(C)Cc1ccc(C(=O)O)cc1)OCCCC[C@@H](C)O2 | -4.8
C[C@@H]1CN([C@H](C)CO)C(=O)c2cc(NC(=O)Nc3ccccc3)ccc2O[C@@H](C)CCCCO[C@H]1CN(C)Cc1ccc(Cl)c(Cl)c1 | -0.9
N#C[C@@H]1[C@H](c2ccc(C#Cc3ccccc3F)cc2)[C@@H](CO)N1C(=O)c1cccnc1 | -1.8
COC(=O)[C@@H]1[C@@H](CO)[C@@H]2Cn3c(ccc(-c4cccnc4)c3=O)[C@@H]2N1Cc1cccc(F)c1 | 34
C[C@@H]1CN([C@H](C)CO)C(=O)c2cc(C#C[C@@H](C)O)cnc2O[C@H]1CN(C)CC1CCCC1 | -1.0
Cc1ccc(-c2cnc3c(c2)C(=O)N([C@@H](C)CO)C[C@H](C)[C@H](CN(C)C(=O)c2cccc(F)c2)O3)cc1 | -2.5
C[C@@H]1CN([C@@H](C)CO)C(=O)c2cc(-c3cccnc3)cnc2O[C@H]1CN(C)C(=O)C1CCCCC1 | 3.3
COc1ccc(NC(=O)N(C)C[C@@H]2Oc3c(NS(=O)(=O)c4cn(C)cn4)cccc3C(=O)N([C@@H](C)CO)C[C@@H]2C)cc1 | -0.3
CC=Cc1ccc2n(c1=O)C[C@@H]1[C@@H](CO)[C@H](C(=O)NCC)[C@H]2N1S(=O)(=O)c1cn(C)cn1 (mixture of isomers) | -1.6
C[C@@H]1CCCCO[C@@H](CN(C)C(=O)NC2CCCCC2)[C@@H](C)CN([C@@H](C)CO)C(=O)c2cc(NC(=O)Nc3ccc(F)cc3)ccc2O1 | -2.2
Cc1noc(C)c1S(=O)(=O)Nc1ccc2c(c1)C(=O)N([C@H](C)CO)C[C@H](C)[C@H](CN(C)S(=O)(=O)c1cccs1)OCCCC[C@H](C)O2 | 3.0
COCC(=O)N(C)C[C@H]1Oc2ncc(C#Cc3ccccc3OC)cc2C(=O)N([C@H](C)CO)C[C@H]1C | 0.6
C[C@@H]1CN([C@H](C)CO)C(=O)Cc2cc(NC(=O)Nc3ccc(F)cc3)ccc2O[C@@H]1CN(C)C(=O)Nc1ccc(C(F)(F)F)cc1 | -3.1
O=C([C@H]1[C@H](CO)[C@H]2Cn3c(ccc(C4=CCCCC4)c3=O)[C@H]2N1Cc1nccs1)N1CCCCC1 | 0.4
C[C@@H]1CN([C@@H](C)CO)C(=O)c2cccc(N(C)C)c2O[C@@H]1CN(C)S(=O)(=O)c1ccc(Cl)cc1 | 4.3
C[C@H]1CN([C@@H](C)CO)C(=O)c2cc(C#Cc3ccccn3)cnc2O[C@@H]1CN(C)C(=O)CCN1CCCCC1 | -0.3
C[C@@H]1CN([C@@H](C)CO)C(=O)c2cc(NS(=O)(=O)c3ccc(Cl)cc3)ccc2O[C@H]1CN(C)S(=O)(=O)c1cccs1 | 1.4
CCCC#Cc1cnc2c(c1)C(=O)N([C@H](C)CO)C[C@H](C)[C@@H](CN(C)Cc1ccccc1)O2 | 0.2
CC(C)NC(=O)N(C)C[C@H]1Oc2cc(C#CC3CC3)ccc2S(=O)(=O)N([C@H](C)CO)C[C@@H]1C | 0.6

Quoted at random: two records from the list, in no set order.
SMILES | Mtb BioA inh
COC(=O)[C@@H]1[C@@H](CO)[C@@H]2Cn3c(ccc(-c4cccnc4)c3=O)[C@@H]2N1Cc1cccc(F)c1 | 34
C[C@H]1CN([C@@H](C)CO)C(=O)c2cc(C#Cc3ccccn3)cnc2O[C@@H]1CN(C)C(=O)CCN1CCCCC1 | -0.3

Remaining list, next part.
SMILES | Mtb BioA inh
C[C@H](O)C#Cc1cnc2c(c1)C(=O)N([C@@H](C)CO)C[C@@H](C)[C@H](CN(C)Cc1cncnc1)O2 | -2.6
O=C(C[C@H]1CC[C@@H]2[C@H](COC[C@@H](O)CN2Cc2ccc3c(c2)OCO3)O1)N1CCCCC1 | -0.1
C[C@@H]1CN([C@@H](C)CO)S(=O)(=O)c2ccc(-c3ccc(C#N)cc3)cc2O[C@H]1CN(C)C(=O)C1CC1 | 2.4
COc1ccc(S(=O)(=O)Nc2ccc3c(c2)C(=O)N([C@@H](C)CO)C[C@@H](C)[C@H](CN(C)S(=O)(=O)c2ccccc2)O3)cc1 | -1.3
Cc1noc(C)c1S(=O)(=O)Nc1ccc2c(c1)C(=O)N([C@H](C)CO)C[C@H](C)[C@H](CN(C)Cc1ccc(Cl)c(Cl)c1)OCCCC[C@@H](C)O2 | -0.4
Cc1noc(C)c1NC(=O)Nc1ccc2c(c1)C(=O)N([C@@H](C)CO)C[C@H](C)[C@H](CN(C)C(=O)Nc1cccc3ccccc13)O2 | 1.5
Cc1noc(C)c1NC(=O)N(C)C[C@H]1Oc2ncc(/C=C/c3ccccc3)cc2C(=O)N([C@H](C)CO)C[C@@H]1C | 4.0
CCCC#Cc1cnc2c(c1)C(=O)N([C@H](C)CO)C[C@@H](C)[C@@H](CN(C)C(=O)Nc1c(C)noc1C)O2 | 7.3
C[C@H]1CN([C@@H](C)CO)C(=O)c2cc(NC(=O)Nc3ccc4c(c3)OCO4)ccc2O[C@@H]1CN(C)C(=O)Nc1ccc(F)cc1 | -1.7
CO[C@H]1CN(C)C(=O)c2cc(NC(C)=O)ccc2OC[C@H](C)N(Cc2ccccn2)C[C@@H]1C | 0.7
Cc1noc(C)c1S(=O)(=O)Nc1ccc2c(c1)CC(=O)N([C@@H](C)CO)C[C@@H](C)[C@H](CN(C)C(=O)NC(C)C)O2 | 0.8
CCCN1[C@@H]2c3ccc(/C=C/c4ccccc4)c(=O)n3C[C@@H]2[C@@H](CO)[C@@H]1C(=O)NCc1ccncn1 | 12
CNC[C@H]1Oc2c(NC(=O)Nc3ccc(OC)cc3)cccc2C(=O)N([C@H](C)CO)C[C@@H]1C | 0.8
CC(=O)N(C)C[C@@H]1Oc2cc(C#CC3CCCCC3)ccc2S(=O)(=O)N([C@H](C)CO)C[C@@H]1C | -0.4
C[C@@H]1CN([C@@H](C)CO)C(=O)c2cc(NC(=O)CCN3CCOCC3)ccc2O[C@H]1CN(C)C | -2.4
C[C@H](CO)N1C[C@H](C)[C@@H](CN(C)S(=O)(=O)c2ccc(Cl)cc2)Oc2c(NC(=O)C3CCOCC3)cccc2C1=O | -1.3
C[C@@H]1CN([C@@H](C)CO)C(=O)c2cc(NS(=O)(=O)c3cccs3)ccc2O[C@H]1CN(C)Cc1ccc(C(=O)Nc2ccccc2N)cc1 | 0.0
COc1ccccc1NC(=O)N[C@@H]1CC[C@@H](CCn2cc(-c3ccccc3OC)nn2)O[C@H]1CO | 0.0
C[C@H](NC(=O)[C@H]1[C@H](CO)[C@H]2Cn3c(cccc3=O)[C@H]2N1CCC(F)(F)F)c1ccccc1 | -0.2
CCNC(=O)C[C@H]1CC[C@H]2[C@@H](COc3ccc(NC(=O)NC(C)C)cc3C(=O)N2C)O1 | -1.1
CC(=O)NC[C@H]1[C@H](c2ccccc2)[C@@H](CO)N1C(=O)Cc1cccnc1 | 5.2
O=C(C[C@@H]1CC[C@H](NC(=O)Nc2ccc3c(c2)OCO3)[C@H](CO)O1)NCCCN1CCOCC1 | -1.1
C[C@H](CO)N1C[C@H](C)[C@@H](CN(C)S(C)(=O)=O)Oc2ccc(N(C)C)cc2CC1=O | -1.7
CO[C@@H]1CN(C)C(=O)c2ccc(NC(C)=O)cc2OC[C@@H](C)N(C(=O)Cc2cccnc2)C[C@H]1C | 1.0
C[C@@H]1CN([C@@H](C)CO)C(=O)Cc2cc(NC(=O)Nc3ccc4c(c3)OCO4)ccc2O[C@H]1CN(C)CC1CC1 | -1.6
C[C@H]1CN([C@@H](C)CO)C(=O)Cc2cc(NS(=O)(=O)c3cccs3)ccc2O[C@@H]1CN(C)Cc1ccc(Oc2ccccc2)cc1 | -1.2
COCC(=O)Nc1ccc2c(c1)OC[C@H](C)N(C(=O)C1CCCC1)C[C@@H](C)[C@@H](OC)CN(C)C2=O | -0.8
CNC(=O)C[C@H]1CC[C@@H]2[C@H](COc3ccc(NC(=O)Nc4ccccc4)cc3C(=O)N2C)O1 | 6.5
C[C@@H]1CN([C@@H](C)CO)C(=O)c2cc(-c3ccc(C(=O)N(C)C)cc3)cnc2O[C@@H]1CN(C)Cc1ccc(C(=O)O)cc1 | -0.4
O=C(Nc1ccc(Cl)cc1)N[C@@H]1CC[C@@H](CCn2cc(Cc3ccccc3)nn2)O[C@@H]1CO | -4.0
C[C@@H]1CN([C@H](C)CO)C(=O)c2cc(-c3cccc(C#N)c3)cnc2O[C@@H]1CN(C)C(=O)C1CCOCC1 | 0.2
O=C(Nc1cccc(Cl)c1)N1C[C@@H]2[C@H](c3ccccc31)[C@H](CO)N2Cc1ccncc1 | -5.5
COCC#Cc1ccc2c(c1)O[C@H](CN(C)Cc1cncnc1)[C@@H](C)CN([C@H](C)CO)S2(=O)=O | 2.9
CN1c2ccc(-c3cccc(F)c3)cc2[C@@H]2[C@@H](CCN2S(=O)(=O)c2cccc(F)c2)[C@H]1CO | 0.2
C[C@H](CO)N1C[C@H](C)[C@H](CN(C)C(=O)Nc2ccccc2)Oc2ccc(NC(=O)CCN3CCOCC3)cc2C1=O | -0.1
CCCNC(=O)C[C@@H]1CC[C@@H]2[C@H](COC[C@H](O)CN2C(=O)Nc2cccc(Cl)c2)O1 | 0.4
C[C@@H]1CN([C@H](C)CO)C(=O)c2c(c3ccccc3n2C)-c2ccccc2CO[C@H]1CN(C)C(=O)Nc1ccc2c(c1)OCO2 | -2.8
CN1C(=O)c2cc(NC(=O)C3CCOCC3)ccc2OC[C@H]2O[C@H](CC(=O)NCc3ccccc3F)CC[C@@H]21 | 0.5

Among those listed so far, these contain two or more sulfur atoms.
SMILES | Mtb BioA inh
Cc1noc(C)c1S(=O)(=O)Nc1ccc2c(c1)C(=O)N([C@H](C)CO)C[C@H](C)[C@H](CN(C)S(=O)(=O)c1ccccc1)O2 | 1.4
Cc1noc(C)c1S(=O)(=O)Nc1ccc2c(c1)C(=O)N([C@H](C)CO)C[C@H](C)[C@H](CN(C)S(=O)(=O)c1cccs1)OCCCC[C@H](C)O2 | 3.0
C[C@@H]1CN([C@@H](C)CO)C(=O)c2cc(NS(=O)(=O)c3ccc(Cl)cc3)ccc2O[C@H]1CN(C)S(=O)(=O)c1cccs1 | 1.4
COc1ccc(S(=O)(=O)Nc2ccc3c(c2)C(=O)N([C@@H](C)CO)C[C@@H](C)[C@H](CN(C)S(=O)(=O)c2ccccc2)O3)cc1 | -1.3
C[C@@H]1CN([C@@H](C)CO)C(=O)c2cc(NS(=O)(=O)c3cccs3)ccc2O[C@H]1CN(C)Cc1ccc(C(=O)Nc2ccccc2N)cc1 | 0.0
C[C@H]1CN([C@@H](C)CO)C(=O)Cc2cc(NS(=O)(=O)c3cccs3)ccc2O[C@@H]1CN(C)Cc1ccc(Oc2ccccc2)cc1 | -1.2

Bioassay records (PubChem)
